# ALOX12 inh = Primary qHTS assay for inhibitors of human arachidonate 12S-lipoxygenase (ALOX12): Round 2. Polyunsaturated fatty acid lipoxygenase ALOX12 (Homo sapiens), P18054. purified 12hLO, xylenol orange hydroperoxide absorbance. Potency, µM (series often up to 108 µM), for the others: top-dose activity change, negative = inhibition, usual class: inhibitors. 580,000 compounds, 1.1% hits. AID 1671190, 2021; further: on the % scale 0 is the no-effect control and ±100 the full control effect
# Target sequence (P18054 whole entry, looked up): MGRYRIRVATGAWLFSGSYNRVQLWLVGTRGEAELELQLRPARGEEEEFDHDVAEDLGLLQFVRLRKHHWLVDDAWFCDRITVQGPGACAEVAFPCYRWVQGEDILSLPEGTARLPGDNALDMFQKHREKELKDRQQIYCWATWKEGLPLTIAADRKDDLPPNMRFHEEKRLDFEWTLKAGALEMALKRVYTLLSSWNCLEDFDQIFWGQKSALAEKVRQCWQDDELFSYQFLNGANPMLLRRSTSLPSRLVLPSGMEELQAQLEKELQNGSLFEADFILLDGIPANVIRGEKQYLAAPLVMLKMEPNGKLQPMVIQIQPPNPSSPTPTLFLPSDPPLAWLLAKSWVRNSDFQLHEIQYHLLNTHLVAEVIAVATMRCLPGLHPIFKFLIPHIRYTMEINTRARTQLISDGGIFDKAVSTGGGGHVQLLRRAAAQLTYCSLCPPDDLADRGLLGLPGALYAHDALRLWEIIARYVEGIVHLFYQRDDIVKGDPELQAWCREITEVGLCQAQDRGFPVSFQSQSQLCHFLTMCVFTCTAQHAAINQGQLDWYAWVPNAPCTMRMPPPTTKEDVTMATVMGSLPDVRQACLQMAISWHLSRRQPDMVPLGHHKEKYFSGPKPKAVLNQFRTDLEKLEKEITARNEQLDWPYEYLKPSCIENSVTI
#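 Purified human 12hLO (150 nM final) in 25 mM Hepes, 0.01% Triton X-100, pH 7.0 was preincubated 15 min at room temperature with compound. Then 40 uM arachidonic acid was added, 30 min. Hydroperoxide was read by Fe-XO absorbance ratio 573/405 nm.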
# PGK inhibitor = qHTS Assay to Find Inhibitors of Phosphoglycerate Kinase. PGK/GAPDH coupled, Kinase-Glo luminescence, 60 min. 380,000 compounds, 0.043% hits. Phosphoglycerate kinase, glycosomal (Trypanosoma brucei brucei), P07378. Potency, µM (top dose mostly 57.5 µM), for the others: at the highest dose activity change, negative = inhibition, hits mostly inhibitors; further: on the % scale 0 is the no-effect control and ±100 the full control effect; nearly all actives have a fitted effect of over 60% in size
# Target sequence (P07378 whole entry, looked up): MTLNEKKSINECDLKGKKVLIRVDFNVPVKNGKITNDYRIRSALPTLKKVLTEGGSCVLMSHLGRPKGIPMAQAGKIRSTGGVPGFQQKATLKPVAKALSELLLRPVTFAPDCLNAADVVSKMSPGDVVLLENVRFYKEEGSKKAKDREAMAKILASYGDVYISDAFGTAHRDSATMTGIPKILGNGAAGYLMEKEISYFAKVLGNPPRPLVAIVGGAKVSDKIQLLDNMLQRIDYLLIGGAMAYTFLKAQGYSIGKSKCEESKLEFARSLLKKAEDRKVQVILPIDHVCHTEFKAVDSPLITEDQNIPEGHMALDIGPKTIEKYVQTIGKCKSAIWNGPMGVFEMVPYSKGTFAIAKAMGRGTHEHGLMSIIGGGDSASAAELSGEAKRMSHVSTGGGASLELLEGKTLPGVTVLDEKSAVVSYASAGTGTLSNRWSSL
#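 Recombinant glycosomal PGK reaction used 1,3-bisphosphoglycerate generated in-well by GAPDH (100nM final) in 100mM TEA pH 7.6, 5mM MgCl2, 0.01% Tween-20. After 60 minutes at room temperature, ATP was read by Kinase-Glo Plus luminescence end-point.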
# RGS4 inh = Inhibitors of Regulator of G Protein Signaling (RGS) 4: qHTS; Regulator of G-protein signaling 4 (Homo sapiens), P49798; 390,000 compounds, 0.039% hits; Transcreener GDP fluorescence polarization, RGS4-accelerated GTP hydrolysis; AID 504845, 2011; Potency, µM (top dose mostly 114 µM), for the others: at the highest dose activity change, negative = inhibition, hits mostly inhibitors; further: on the % scale 0 is the no-effect control and ±100 the full control effect; nearly all actives have a fitted effect of over 75% in size; some results filed as inactive show a strong effect at the top dose
#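 MLSMR compounds (23 nl, pin-transferred) preincubated 10 min at room temperature with a 500nM (2x) first reagent, then RGS4 at 900nM (2x) plus Transcreener GDP mix added; fluorescence polarization (620/688 nm) read before and after 90 min at 30 °C.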
# HP1b binding inh = HTS for Inhibitors of HP1-beta Chromodomain Interactions with Methylated Histone Tails. Chromobox protein homolog 1 (Homo sapiens), P83916. AID 540317, 2011. Potency, µM (titrated, usually from 114 µM), for inactives: at the top dose activity change, negative = inhibition, most hits filed as inhibitors. 390,000 compounds, 0.56% hits. AlphaScreen HP1-beta / biotin-H3K9me3 peptide binding; further: nearly all actives have a fitted effect of over 70% in size; inactives centre near 23
#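 HP1-beta protein (50 nM final) preincubated 30 min at room temperature with biotinylated H3(1-18)K9me3 peptide (50 nM) in PBS pH 7.4, 0.01% Tween-20, then compound added for 30 min. AlphaScreen streptavidin donor/nickel chelate acceptor beads (10 ug/mL final), 30 min dark, luminescence read.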
# ERG Ets-DNA blk = qHTS for Small Molecule Inhibitors of the ERG Ets/DNA interaction. Transcriptional regulator ERG (Homo sapiens), P11308. Potency, µM (titrated, usually from 76.9 µM), without a hit: at the top dose FP activity, negative = inhibition, hits mostly inhibitors. fluorescence polarization, His-ERG Ets domain / labelled DNA. 370,000 compounds, 0.028% hits; active means well fitted inhibition curve with a large enough effect in the polarisation, with a control signal flat; inconclusive means small, poorly fitted or top-dose-only effect, or effect the other way, or a change in a side signal; inactive means no such curve, though single readings can be large or run the other way; the % refers to the polarisation;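 further: polarization taken with two DNA probes labelled with fluorescein and Texas red; % of control where 0% means no effect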
#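 His-tagged ERG Ets domain (1 uM in the protein solution; 300mM KCl, 50mM Tris-HCl, 1mM EDTA, 1mM DTT, pH 7.5) received compound, then a probe mix of 5 nM fluorescein-DNA and 100nM Texas-615-DNA. Fluorescence polarization was read for both dyes.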
# JMJD2A Tudor = qHTS Assay for Inhibitors of JMJD2A-Tudor Domain. Lysine-specific demethylase 4A (Homo sapiens), O75164. 390,000 compounds, 4.4% hits. AlphaScreen JMJD2A-Tudor / H3K4me3 peptide binding. Potency, µM (series often up to 114 µM), for inactives: top-dose activity change, negative = inhibition, usual class: inhibitors; further: on the % scale 0 is the no-effect control and ±100 the full control effect; nearly all actives have a fitted effect of over 50% in size
# GLS inh = qHTS for Inhibitors of Glutaminase (GLS). 410,000 compounds, 0.21% hits. AID 624170, 2012. GLS enzymatic activity, qHTS titration. Potency, µM (series often up to 45.5 µM), for inactives: top-dose activity change, negative = inhibition, usual class: inhibitors; further: on the % scale 0 is the no-effect control and ±100 the full control effect
#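 hKGA in 45 mM KH2PO4 (pH 8.2), 0.02% Tween-20 with compound, then 1mM L-Glutamine (stock as added) plus glutamate oxidase/HRP/Amplex red coupling mix. Fluorescence read initially and after 30 min at RT; signal change reflects glutamate formation.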
# Pin1 inh = qHTS Assay to Find Inhibitors of Pin1. Pin1 FP peptide displacement, HiFluor488, 10 min. Potency, µM (series often up to 115 µM), for inactives: top-dose activity, negative = inhibition, usual class: inhibitors. AID 504891, 2011. Peptidyl-prolyl cis-trans isomerase NIMA-interacting 1 (Homo sapiens), Q13526. 390,000 compounds, 0.009% hits; active means well fitted inhibition curve with a large enough effect in the polarisation, with a control signal flat, not every such curve was filed as active; inconclusive means small, poorly fitted or top-dose-only effect, or effect the other way, or a change in a side signal; inactive means no such curve, though single readings can be large or run the other way; the % refers to the polarisation; further: on the % scale 0 is the no-effect control and ±100 the full control effect
# rTrxR1 inhibitor = qHTS Assay for Inhibitors of Mammalian Selenoprotein Thioredoxin Reductase 1 (TrxR1): qHTS; Thioredoxin reductase 1, cytoplasmic (Rattus norvegicus), O89049; recombinant rTrxR1, NADPH fluorescence consumption, selenite substrate; Potency, µM (top dose mostly 114 µM), for inactives: at the top dose activity change, negative = inhibition, actives largely listed as inhibitors; 390,000 compounds, 1% hits; AID 588453, 2011; further: on the % scale 0 is the no-effect control and ±100 the full control effect; nearly all actives have a fitted effect of over 65% in size
#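 Rat TrxR1 (90 nM in the dispensed reagent) was pre-reduced with 400 uM NADPH for 5 min at room temperature, then incubated with compound for 15 min. After 400 uM selenite was added, NADPH fluorescence (Ex 340/Em 450 nm) was followed for 8 min.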
# * marks the source's active call; other numbers are inactive results; i = inactive; ? = inconclusive; · = not tested or not shown; [ ] = another dose, or the depositor's remark. Unless noted, the call rests on the fitted dose curve; in most records, active means well fitted curve in the direction sought with a large enough effect; inconclusive means small, poorly fitted or top-dose-only effect, or another doubt; inactive means no such curve, though single readings can be large; an effect the other way counts as inactive or inconclusive. Potency means the concentration at half of the fitted maximal effect. Not all compounds are listed; rates above refer to the full screens.
SMILES,ALOX12 inh,PGK inhibitor,RGS4 inh,HP1b binding inh,ERG Ets-DNA blk,JMJD2A Tudor,GLS inh,Pin1 inh,rTrxR1 inhibitor
N#CC(C#N)=C1C=CC=CN1/C(=C\c1ccccc1Cl)C(=O)c1ccccc1,-25%,i,-100%,?,0%,50µM*,13%,?,?
Cc1cc(C)c2c(=O)cc(C(=O)Nc3sc4c(c3C(=O)NCc3ccco3)CCCC4)oc2c1,-21%,-8%,15%,41%[activator],1%,-7%,-27%,-3%,9%
C/C(=N\N)c1c(-c2ccccc2)c2cc(Br)ccc2[nH]c1=O,·,6%,-33%,13%,12%,-13%,0%,9%,26%[57.1 µM]
C[C@]12C(=O)N(c3ccc(C(F)(F)F)cc3)C(=O)N1[C@H]1c3ccccc3OC[C@@H]1[C@H]2c1ccccc1,?,-8%,3%,17%,3%,-21%,2%,3%,8%[57.1 µM]
O=C(N/N=C1\CCCc2ccccc21)c1ccccc1Cl,1%,3%,-13%,35%,5%,-17%,4%,6%,-7%
Nc1c(C(=O)c2ccc(Cl)cc2)oc2ccccc12,-11%,-5%,12%,38%,-5%,-6%,6%,7%,-9%
Cc1cc(C)c(S(=O)(=O)Nc2ccc3oc4c(c3c2)C(=O)CC(C)(C)C4)cc1C,-22%,-8%,14%,14%,-18%,-25%,-2%,43%[activator],18%
Cc1cc2nc(-c3ccc(=O)[nH]c3)n(Cc3ccccc3)c2cc1C,7%,-3%,13%,0%,8%,-33%,-2%,1%,17%[57.1 µM]
Cc1ccccc1Cn1c(=O)n(CCC(=O)NCc2ccco2)c(=O)c2sccc21,-24%,7%,-8%,29%,3%,0%,-3%,31%[activator],7%
COC(=O)c1ccc(COc2ccccc2/C=N/NS(=O)(=O)c2ccccc2)cc1,27%,-4%,11%,19%,3%,-10%,17%,11%,21%
CC(C)(C)Nc1nc(-c2ccccn2)nc2ccccc12,2%,5%,6%,39%[activator],10%,?,-1%,3%,10%[2.29 µM]
CCCCC1CC(/C(C)=N/NC(N)=O)OC1=O (stereo unspecified),-24%,-4%,14%[11.4 µM],-6%,6%,-8%[11.4 µM],-2%,-5%,15%[57.1 µM]
COc1ccc(NC(=O)N2CCc3ccccc3C2)cc1OC,-2%,-9%,7%,17%,-2%,-16%,-3%,-1%,27%
COc1ccc(COC(=O)C2=C(C)NC(=O)NC2c2cc(OC)ccc2OC)cc1 (stereo unspecified),0%,-9%,1%,5%,-9%,-26%,1%,-4%,25%
O=C(NC1=NCCS1)c1ccc(Cl)c(Cl)c1,11%,-7%,29%,36%[activator],5%,-19%,0%,-2%,18%
O=[N+]([O-])c1ccc(COc2cccc(CNc3ccc(Br)cc3)c2)cc1,-10%,i,4%,-1%,5%,-29%,-13%,-2%,16%[57.1 µM]
O=C(/C=C/c1ccccc1)N/C(=C/c1ccccc1)C(=O)Nc1ccc(C(=O)O)cc1,-9%,i,?,8%,18%,50µM*,?,-9%,-9%[57.1 µM]
COC(=O)Cc1c(C)c2ccc(OC(C)C)cc2oc1=O,4%,2%,19%,47%[activator],1%,6%,-10%,3%,?
CCCCOC(=O)CSc1nnc(-c2ccccc2)o1,6%,10%,-8%,111%[activator],2%,31%,7%,1%,13%[57.1 µM]
Cc1ccc(-c2cc3ncc4c(n3n2)-c2cc(Cl)ccc2OC4)cc1,-9%,i,6%,46%[activator],4%,-10%,0%,-1%,13%
O=C(Cc1ccc(Br)cc1)NCCc1ccccc1,0%,1%,25%,5%,-11%,-8%,1%,-2%,14%
Cc1c(CC(=O)NCC(=O)O)c(=O)oc2cc3oc4c(c3cc12)CCCC4,1%,-6%,-4%,6%,17%,-9%,?,10%,0%
CCOC(=O)c1ccccc1NC(=O)CSC(C)C(=O)Nc1cc(C)on1 (stereo unspecified),-19%,-9%,-6%,20%,-1%,-6%,-1%,-3%,-4%
COC(=O)c1ccc(C2C(C#N)=C(C)NC3=C2C(=O)CC(C)(C)C3)cc1 (stereo unspecified),-5%,i,-10%[11.4 µM],4%,-3%,-3%[57.1 µM],13%,5%,13%[57.1 µM]
COc1ccccc1C(=O)NC(CCSC)C(=O)NCc1ccccn1 (stereo unspecified),0%,-1%,7%,28%,1%,3%,2%,5%,-7%
SMILES,ALOX12 inh,PGK inhibitor,RGS4 inh,HP1b binding inh,ERG Ets-DNA blk,JMJD2A Tudor,GLS inh,Pin1 inh,rTrxR1 inhibitor
COCC1CCN(C(=O)c2ccc(OC3CCN(Cc4ccccn4)CC3)cc2)C1 (stereo unspecified),-1%,-9%,15%,20%,-3%,-9%,-1%,-7%,-23%
COc1ccccc1OCCOCCn1cnc2ccccc2c1=O,3%,-1%,14%,20%,-20%,-6%,0%,-4%,7%
CC1CCc2sc(C(=O)NNC(=S)NCC3CCCO3)cc2C1 (stereo unspecified),418%[activator],-8%,-28%,31%,-8%,-19%,3%,1%,12%
CSc1ccccc1OCc1cc(C(=O)NC(C)Cc2cccc(C)n2)no1 (stereo unspecified),2%,-6%,-13%,-12%,-2%,-36%,10%,-7%,-3%
O=C(COC(=O)c1ccc(Cl)nc1)NC(=O)c1ccccc1,392%[activator],3%,0%,16%,-5%,-8%,10%,-1%,10%
CNC(=O)CCn1nc(-c2ccc(C)cc2)c2ccccc2c1=O,·,2%,-4%,40%[activator],7%,3%,-7%,0%,17%[57.1 µM]
OC(c1ccccn1)C(O)c1ccccn1 (stereo unspecified),0%,-13%,41%,-11%,2%,50µM*,0%,-1%,23%[11.4 µM]
O=C(c1ccccc1)N1CCN(C(=O)N2CCOCC2)CC1,-10%,-7%,-3%,30%,-2%,2%,-3%,3%,-7%
O=C1C(=O)N(CCCN2CCOCC2)C(c2ccc([N+](=O)[O-])cc2)/C1=C(/O)c1ccc2c(c1)OCO2 (stereo unspecified),?,2%,-19%,30%,-4%,-14%,17%,-10%,?
COc1ccc(CNC(=O)C(NC(C)=O)C(=O)Nc2ccc(C(C)C)cc2)cc1 (stereo unspecified),-13%,3%,17%,28%,5%,-6%,6%,2%,4%
C/C(=N/NC(=O)Cc1c(C)[nH][nH]c1=O)c1ccc(O)cc1,19%,2%,8%,26%,5%,4%,32%[activator],-1%,3%
Cc1ccc(Cl)cc1N(CC(=O)N1CCCCCC1)S(C)(=O)=O,0%,3%,4%,50%[activator],12%,-14%,-1%,-8%,14%[57.1 µM]
COc1ccc(-c2nnc3ccc(SCC(=O)NCc4ccco4)nn23)cc1OC,-19%,-1%,?,27%,1%,-20%,-11%,?,?
CN(C)C=NC(=O)c1cc(C(=O)c2ccccc2)c[nH]1,-4%,2%,-2%,17%,26%,-12%,8%,-2%,5%[11.4 µM]
CCOc1ccc(CCNC(=O)c2cnc(C)cn2)cc1OCC,·,0%,11%,24%,-1%,10%,0%,-7%,5%
COc1ccc(CCn2c(=N)c(S(=O)(=O)c3ccccc3)cc3c(=O)n4ccccc4nc32)cc1,1%,-3%,-12%,14%[57 µM],-2%,-13%,-1%,6%,19%
CC(=O)N=C1SC2CS(=O)(=O)CC2N1c1ccccc1Cl (stereo unspecified),56%[activator],-7%,6%,19%,-12%,-16%,-3%,1%,22%[57.1 µM]
CC(C)(C)c1[nH]nc2c1C(c1cccnc1)C(C#N)=C(N)O2 (stereo unspecified),-7%,-3%,-8%,82%[activator],·,-9%,65%[activator],8%,5%
Cc1nc2c(C(=O)NCCc3ccccc3)cnn2c(C)c1Cc1c(F)cccc1Cl,-25%,-3%,-3%,42%[activator],-9%,0%,3%,0%,22%[57.1 µM]
O=C(CC1C(=O)NCCN1CC1CCCCC1)NCCCN1CCOCC1 (stereo unspecified),-29%,-3%,1%,10%,1%,-10%,3%,-15%,-14%
COc1ccc(CNC(=O)C2CC(c3ccccc3C(F)(F)F)=NO2)cc1 (stereo unspecified),?,i,14%,37%,-1%,-13%,-10%,?,6%
CC(C)C(=O)Nc1cccc(NC(=S)NC(=O)c2ccc3c(c2)OCO3)c1,3.5µM*,-18%,-22%,11%,5%,22µM*,0%,2%,?

# Molecules listed so far containing a tert-butyl group, in the order listed:
SMILES,ALOX12 inh,PGK inhibitor,RGS4 inh,HP1b binding inh,ERG Ets-DNA blk,JMJD2A Tudor,GLS inh,Pin1 inh,rTrxR1 inhibitor
CC(C)(C)Nc1nc(-c2ccccn2)nc2ccccc12,2%,5%,6%,39%[activator],10%,?,-1%,3%,10%[2.29 µM]
CC(C)(C)c1[nH]nc2c1C(c1cccnc1)C(C#N)=C(N)O2 (stereo unspecified),-7%,-3%,-8%,82%[activator],·,-9%,65%[activator],8%,5%

# Source: PubChem BioAssay
